miR-122 sensor – miR-122 inhibition in Huh7 cells | Huh7 miR-122 Renilla luciferase sensor, 48 h; neutral wells = 0, positive control = 100 | activation (reporter increase), % at 12.5 µM | 340,000 tested, 0.3% active | AID 602342;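 active = mean replicate activation score at least 90 and every replicate individually at or above 90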;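 note: higher luciferase means less miR-122 activity so hits act as miR-122 inhibitors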
Cneo AK release – causes C. neoformans cell lysis. adenylate kinase release luminescence, 4 h; normalised: neutral wells 0, clomiphene wells 100. lysis activity, % at 15 µM. 360,000 tested, 0.2% active. AID 651654;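 active = mean lysis activity across replicates of at least 80%, whatever share of replicates individually reach that level; inactive = mean lysis activity below 80%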
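Schedule: static 4 h at 37 °C with compound, 1 h detection; system: C. neoformans cells; benchmarks: Clomiphene as positive control; buffer or medium: fresh YPD medium; measure: luminescence rise reflecting yeast cell lysis; measured by: luminescent adenylate kinase detection reagent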
PGC1a acetyl inh – modulators of PGC1a acetylation; U2OS PGC1a acetylation, AlphaScreen anti-acetyl-lysine; with virally co-expressed GCN5 acetyltransferase; inhibition, % at 15.6 µM; 350,000 tested, 0.17% active; AID 651687;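 active = every replicate shows inhibition of at least 40%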;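 note: 0% = neutral control wells and 100% = positive control wells; some results beyond the cut were filed as inactive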
LGR2 inh – blocks bursicon-induced cAMP signaling via Drosophila LGR2; HEK293 LGR2, CRE-luciferase, bursicon-stimulated, 4 h; inhibition, % at 9.99 µM; 380,000 tested, 0.35% active; AID 720647;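 active = drop in luminescence signal, shown as inhibition above about 50% in the replicate tests, limit read from the data, passing the limit was not always enough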;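 note: agonist challenge used bursicon conditioned medium at about half maximal strength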
FN deposition inh – fibronectin deposition inhibition; AH1F fibroblasts, Alexa488-fibronectin deposition fluorescence, overnight; inhibition, % at 12.6 µM; 350,000 tested, 0.086% active;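 active = mean inhibition across replicates of 30% or more, regardless of how many single replicates reach that level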;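 note: positive control wells lacked labelled fibronectin entirely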
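Material: AH1F fibroblasts assembling fluorescent fibronectin matrix; amount: 10000 AH1F cells/well; medium: DMEM, 2% serum; reagent: Alexa488-fibronectin, 24 nM final in well; dosing: single compound dose, delivered by pin transfer; incubation: 1 h adhesion, overnight exposure; detection: fluorescence after three HBSS washes, excitation 485 nm, emission 525 nm; measure: fibronectin deposition inhibition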
CASP6 VEID inh – blocks human caspase-6 cleavage activity | inhibition, % at 12.5 µM | 350,000 tested, 0.53% active | purified caspase-6, Z-VEID-R110 cleavage fluorescence;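 active = mean inhibition across replicates at least about 35%, with every replicate also reaching that limit, limit read from the data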;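 note: 0% = median of neutral control wells and 100% = no fluorescence left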
Target sequence (P55212 24-179 limits assumed): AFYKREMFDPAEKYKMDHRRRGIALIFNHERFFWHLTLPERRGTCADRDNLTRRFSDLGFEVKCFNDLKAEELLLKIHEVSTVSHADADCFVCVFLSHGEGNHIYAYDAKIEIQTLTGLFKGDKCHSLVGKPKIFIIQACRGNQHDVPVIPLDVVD
Target sequence (P55212 194-293 limits assumed): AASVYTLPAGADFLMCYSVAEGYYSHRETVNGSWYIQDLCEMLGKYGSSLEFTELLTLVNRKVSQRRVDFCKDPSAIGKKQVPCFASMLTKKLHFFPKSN
PAX8 inh HTS – PAX8 transcriptional activity inhibition; inhibition, % at 12.6 µM; 360,000 tested, 1.2% active; RMG-I TPO-luciferase reporter, SteadyGlo, 24 h;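 active = mean replicate inhibition at least 60% with every replicate also reaching 60%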;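 note: luciferase light reporting Pax8 driven TPO promoter activity; plate controls were median of neutral control wells for no effect and mitoxantrone controls for full effect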
EWS-Fli inh – blocks EWS/Fli oncoprotein-driven transcription; A673 NR0B1-luciferase reporter, viability-normalised; inhibition, % at 12.6 µM; 350,000 tested, 0.67% active; AID 651661;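 active = mean inhibition of at least 50% after viability correction, with every replicate also passing that limit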;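 note: firefly luciferase signal divided by Alamar Blue viability fluorescence both relative to DMSO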
Active calls of the source: *; nt = no result given; & = joins results of further samples; [ ] = dose if it differs, or a comment.

SMILES	miR-122 sensor	Cneo AK release	PGC1a acetyl inh	LGR2 inh	FN deposition inh	CASP6 VEID inh	PAX8 inh HTS	EWS-Fli inh
COc1cccc(NC(=O)N(C)C[C@@H]2Oc3cc(-c4ccccc4OC)ccc3S(=O)(=O)N([C@H](C)CO)C[C@H]2C)c1	6[16.7 µM]	0	1	4	nt	-1	-10	9
COc1cc(/C=C/C(=O)OCC(=O)N2CCC(C)CC2)ccc1OCC#N	-4	1	-2	-5	6	1	4	-6
CCc1ccc(OCC(=O)c2c(O)c3ccccc3oc2=O)cc1	nt	nt	-9	11	2	6	-5	0
CCCN1CCN(S(=O)(=O)c2ccc3c(c2)OCCO3)CC1	nt	nt	-3	6	-3	-1	6	-17
COCC(=O)Nc1ccc2c(c1)C(=O)N(C)C[C@@H](OC)[C@H](C)CN(Cc1ccccn1)[C@@H](C)CO2	nt	-1	-1	14	nt	-1	nt	6
CCOC(=O)CC(=O)CSc1ccc2nnc(-c3ccccc3)n2n1	-3	-2	8	-6	nt	0	nt	-8
O=C(C[C@@H]1CC[C@H]2[C@@H](COC[C@@H](O)CN2S(=O)(=O)c2ccc(Cl)cc2)O1)N[C@H]1CCN(Cc2ccccc2)C1	-10[16.7 µM]	5	-4	9	-5	0	0	4
O=C(O)CCN1C(=O)/C(=C2\C(=O)N(Cc3ccc(F)cc3)c3ccccc32)SC1=S	nt	-2	nt	1	-8	-2	1	12
O=C1Nc2ccc(F)cc2C12SCCS2	4	nt	-17	-7	nt	0	nt	8
C/C(=N\NC(=O)c1cccc(S(=O)(=O)N2CCOCC2)c1)c1ccc(OCC(=O)N(C)C)cc1	nt	nt	nt	-8	5	3	-12	10
Cc1nnc2c(NCCc3ccccc3)nc3ccccc3n12	2	-1	2	3	5	0	31	0
C=CCn1c(SCC(=O)Nc2ccc(C(=O)O)cc2)nc2scc(-c3ccccc3)c2c1=O	1	8	-15	nt	1	5	-87	11
Cc1ccc(CN(CC(=O)NCc2ccccn2)S(=O)(=O)c2ccccc2)cc1	3	0	nt	15	-7	-2	nt	nt
CSCCC(NC(=O)c1ccc(Cl)cc1)C(=O)OCC(=O)Nc1cc(Cl)ccc1C (configuration not stated)	2	-2	-113	nt	-3	1	-10	2
CCC(C)Sc1cc(-c2nc3cc(C)ccn3c2NC2CCCCC2)ccc1OC (configuration not stated)	69	-3	-4	-7&21	-16&-10	-5&-1	-1&16	15&21

Part of the list above, showing only EWS-Fli inh and Cneo AK release:
structure | EWS-Fli inh | Cneo AK release
C/C(=N\NC(=O)c1cccc(S(=O)(=O)N2CCOCC2)c1)c1ccc(OCC(=O)N(C)C)cc1 | 10 | nt
Cc1nnc2c(NCCc3ccccc3)nc3ccccc3n12 | 0 | -1

(further entries)
SMILES	miR-122 sensor	Cneo AK release	PGC1a acetyl inh	LGR2 inh	FN deposition inh	CASP6 VEID inh	PAX8 inh HTS	EWS-Fli inh
Cc1ccc(S(=O)(=O)Nc2ccc3c(c2)CC(=O)N([C@H](C)CO)C[C@H](C)[C@@H](CN(C)S(=O)(=O)c2ccccc2)O3)cc1	-9[16.7 µM]	5	-5	-1	-1	nt	12	6
Fc1ccc(-c2csc(Nc3ccccn3)n2)c(F)c1	-2	-7	14	-7	-7	1	-202	-57
COc1ccc(C=NN=C2c3ccccc3-c3ccccc32)cc1O	nt	nt	nt	-63	-3	2	11	-4
CCOC(=O)c1ccccc1NC(=O)/C(C)=C/C(=O)O	-18	5	nt	nt	-8	nt	-15	nt
CC12CCC(C(=O)Nc3ccccc3Cl)(C(Br)C1=O)C2(C)C (configuration not stated)	-1	0	nt	-17	4	nt	1	nt
CC(=Cc1ccccc1)C=C1SC(=S)N(CCCC(=O)Nc2ccc(C(=O)O)c(O)c2)C1=O	-7	-3	-8	-7	-6	35	-24	-9
COCC1CCN(C(=O)c2cc(COc3cc(C)c(Cl)c(C)c3)on2)C1 (configuration not stated)	4	2	nt	-55	-6	1	-196	nt
OCc1nc2ccccc2n1Cc1ccc(Cl)cc1	3	5	-31	8	-3	2	2	14
C[C@@H]1CN([C@@H](C)CO)C(=O)c2cc(NS(=O)(=O)c3cccs3)ccc2O[C@@H](C)CCCCO[C@H]1CN(C)Cc1ccccc1	nt	nt	-9	-15	-8	-2	-3	28
Cc1nc(COc2ccccc2Cl)sc1-c1ccnc(N)n1	nt	nt	2	-20	0	0	-11	-6
CC1=NN(c2nc(-c3ccc(C)cc3)cs2)C(=O)C1N=Nc1ccccc1O (configuration not stated)	0	nt	13	-7	-9	0	-14	-11
COc1ccc(-c2noc(CCC(=O)N3CCN(c4ccccc4)CC3)n2)cc1	2	2	-1	9	1	7	-1	-4
O=C(Nc1ccc([N+](=O)[O-])cc1)c1cn(-c2ccccc2)nc1-c1cc2ccccc2o1	nt	nt	nt	4	5	7	41	13
CN(Cc1c(F)cccc1Cl)C(=O)c1ccc(NC(=O)CC2SC(N3CCCCC3)=NC2=O)cc1 (configuration not stated)	nt	-1	nt	-2	0	2	13	5
COCCOc1cc(NC(=O)CS(=O)CC(=O)N(C)C)c(Cl)cc1Cl (configuration not stated)	0	nt	-5	13	-14	-2	20	0
O=C(Nc1c(F)cc(F)cc1Br)c1cc(-c2ccc(O)cc2)on1	1	-2	-8	-19	-1	5	-48	-30
O=C(c1ccco1)N1CCN(Cc2nc3ccccc3c(=O)n2-c2ccc(F)cc2)CC1	-9	1	-18	3	-4	nt	nt	nt
Cc1ccc2c(c1)C(c1ccncc1)=NNC(c1ccc(F)cc1)=N2	nt	nt	2	-31	4	-2	-13	-22
CC1(C(=O)NS(=O)(=O)c2cccs2)CCN1C(=O)CC1CCCCC1 (configuration not stated)	-4	0	10	11	nt	-1	23	-12
Cc1nnc(NC(=O)CCC(=O)NC2CCCCCCC2)s1	nt	nt	nt	-4	7	2	-10	nt
Nn1c(SCC(=O)NCc2ccc3c(c2)OCO3)nnc1C(F)(F)F	0	0	8	-2	-1	1	-10	-4
COC(=O)c1sccc1NC(=S)Nc1ccc(F)cc1F	nt	nt	nt	-24	-1	-4	22	-1
O=C(NCc1cccc(F)c1)c1[nH]c(C(F)(F)F)nc1-c1ccccc1	2	4	-6	15	2	-2	2	16
O=S(=O)(N/N=C/c1ccc(OC2CSC2)cc1)c1ccccc1	nt	7	nt	6	-2	nt	8	nt
COc1ccc(OC)c(S(=O)(=O)Nc2cccc(-c3ccc(N4CCCCCC4)nn3)c2)c1	69	0	-8	16	-10	3	-14	-4
O=C(CCN1CCCCC1)NCC[C@@H]1CC[C@H](NS(=O)(=O)c2cccc(Cl)c2)[C@@H](CO)O1	nt	nt	4	2	-17	nt	1	-7
Cn1nnnc1SCC(=O)Nc1ccccc1C(N)=O	nt	nt	3	-7	-7	-4	-2	-27
COCC(=O)Nc1ccc2c(c1)OC[C@@H](C)N(C(=O)Cc1ccccn1)C[C@@H](C)[C@@H](OC)CN(C)C2=O	4[16.7 µM]	-1	3	-7	-7	0	nt	-2
CC12COC3(C(=O)Nc4ccccc4F)CC1CCC32C (configuration not stated)	-8	-1	-9	-10	0	-2	-2	-27
Cc1[nH]ccc(=O)c1Oc1ncc(C(F)(F)F)cc1Cl	-2	0	-1	-4	nt	5	12	12
C[C@@H]1CN([C@@H](C)CO)S(=O)(=O)c2ccc(C3=CCCCC3)cc2O[C@@H]1CN(C)Cc1ccccn1	24[16.7 µM]	-4	-11	20	nt	2	24	-12
CC(C)C#Cc1ccc([C@H]2[C@@H](C#N)N(C(=O)c3cccc(F)c3)[C@H]2CO)cc1	nt	0	-6	19	2	4	20	11
O=C(N[C@@H]1CC[C@H](CCNS(=O)(=O)c2ccc(F)cc2)O[C@H]1CO)c1cnccn1	nt	-3	6	6	-9	-1	-3	3
Cc1cc(-c2nnc(CCC(=O)NCc3cc(F)cc(C(F)(F)F)c3)o2)no1	0	3	-24	-17	-2	-2	-12	nt
CC(C)C(NC(=O)c1c(F)cccc1F)C(=O)N1CCN(c2ccccc2F)CC1 (configuration not stated)	1	-4	7	-3	-2	1	-12	9
COCC(=O)N1[C@H](C#N)[C@H](c2ccccc2-c2cccc(F)c2)[C@H]1CO	nt	nt	4	-1	-8	5	-21	-4
O=C(CSc1ncccn1)NCc1ccccc1Cl	-1	nt	-8	-13	-3	nt	nt	nt
Cc1c(S(=O)(=O)NC2CCCCCC2)c(=O)n(C)c(=O)n1C	nt	-2	nt	-20	1	3	-16	-12
O=C(CN1C(=O)C(=O)N(Cc2ccccc2)C1=O)Nc1cc(Cl)cc(Cl)c1	5	nt	-3	6	7	4	10	-2
O=C(O)C1CN(c2nc(Cl)ccc2[N+](=O)[O-])C1	-5	nt	5	-4	5	19	-12	-3
C[C@@H]1CN([C@H](C)CO)C(=O)c2cc(/C=C/c3ccccc3)cnc2O[C@@H]1CN(C)Cc1cncnc1	3[16.7 µM]	-3	13	-18	2	1	nt	-12
COc1cc(-c2nnc(SCC(=O)NC3CCCC3)n2C)cc(OC)c1O	nt	2	nt	-16	-5	nt	-1	3
COc1ccc(C)cc1NC(=O)CN(C)C1CCCCC1	nt	-3	nt	1	-9	-3	3	2
O=C(OCC(=O)N1CCc2ccccc2C1)c1cccnc1Cl	-4	-1	-2	-77	-5	-1	-20	-10
Oc1ccc(-c2[nH]ncc2-c2nc3ccccc3s2)c(O)c1	nt	nt	nt	-17	-6	4	4	12

Entries of single compounds from above. Values in the order: miR-122 sensor	Cneo AK release	PGC1a acetyl inh	LGR2 inh	FN deposition inh	CASP6 VEID inh	PAX8 inh HTS	EWS-Fli inh
Results for `Cc1nc(COc2ccccc2Cl)sc1-c1ccnc(N)n1` : nt	nt	2	-20	0	0	-11	-6
Results for `O=C(O)C1CN(c2nc(Cl)ccc2[N+](=O)[O-])C1` : -5	nt	5	-4	5	19	-12	-3
Results for `CC12CCC(C(=O)Nc3ccccc3Cl)(C(Br)C1=O)C2(C)C` (configuration not stated) : -1	0	nt	-17	4	nt	1	nt

New compounds follow:
SMILES	miR-122 sensor	Cneo AK release	PGC1a acetyl inh	LGR2 inh	FN deposition inh	CASP6 VEID inh	PAX8 inh HTS	EWS-Fli inh
CCOC(=O)C1CCN(C2CCN(C(=O)c3oc4c(F)cccc4c3C)CC2)CC1	-2	-2	2	-8	5	-1	11	7
O=C1CC(C(=O)N(c2ccccc2)C(C(=O)NC2CCCC2)c2ccncc2)CS1 (configuration not stated)	-10	1	5	-2	-15	1	0	-5
Cc1ccccc1S(=O)(=O)N1CC[C@@H]2[C@H]1c1cc(-c3ccccc3)ccc1N(C)[C@H]2CO	12[16.7 µM]	60	4	-5	4	1	6	3
Cc1noc(C)c1NC(=O)Nc1ccc2c(c1)CC(=O)N([C@@H](C)CO)C[C@H](C)[C@@H](CN(C)Cc1ccc(C(=O)Nc3ccccc3N)cc1)O2	nt	nt	-3	1	6	1	7	nt
C[C@H](NC(=O)N1CCn2c1nc1ccccc12)C(=O)NCc1ccc2c(c1)OCO2	28	-1	-4	1	10	-1	8	-2
CC1(CN2CCCC2)CCC(NC(=O)C(c2ccccc2)c2ccccc2)C(C)(C)O1 (configuration not stated)	nt	nt	nt	1	-7	-1	5	5
Cc1ccccc1NC(=S)Nc1ccccc1	nt	2	nt	-2	-1	0	9	16
C[C@@H]1CN([C@H](C)CO)C(=O)c2cc(NC(=O)Nc3ccc(C(F)(F)F)cc3)ccc2O[C@@H](C)CCCCO[C@@H]1CN(C)Cc1ccncc1	2[16.7 µM]	10	16	-2	nt	0	93*	-90
NNc1nc2c(-c3ccc(Cl)cc3)nnn2c2ccccc12	29	-1	3	-60	15	-7	-95	-31
